High-throughput results as filed in PubChem BioAssay.
PHOSPHO1 block = PubChem AID 1565; Phosphoethanolamine/phosphocholine phosphatase (Homo sapiens), Q8TCT1; recombinant PHOSPHO1, absorbance phosphatase assay; inhibition, % at 13.3 µM; actives 1.1% (n = 290,000); in the data active means inhibition above about 60%
Target sequence (Q8TCT1 whole entry, looked up): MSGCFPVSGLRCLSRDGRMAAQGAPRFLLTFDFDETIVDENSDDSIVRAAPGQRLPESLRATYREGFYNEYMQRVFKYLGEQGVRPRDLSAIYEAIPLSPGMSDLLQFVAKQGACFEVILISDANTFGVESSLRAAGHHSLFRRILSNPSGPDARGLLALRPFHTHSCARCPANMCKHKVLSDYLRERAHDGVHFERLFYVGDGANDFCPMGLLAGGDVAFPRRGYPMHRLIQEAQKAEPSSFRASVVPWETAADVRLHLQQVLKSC
MEKK2mut PB1 HTS = MEK5 binding signal on mutant MEKK2 PB1, primary screen, biochemical, multiplex bead flow cytometry, Alexa488-MEK5; actives 0.35% (n = 290,000); Alexa488-MEK5 binding to MEKK2 mutant; percent response, % at 10 µM; in the data active means percent response above about 24%, passing the limit was not always enough; further: inactives centre near 1; some results filed as inactive read as strong as hits; reference of the scale not given here
NALP1 yeast inh = NALP1 inflammasome inhibitors in reconstituted yeast, colorimetric, S. cerevisiae, triplicate retest | actives 0.61% (n = 280,000) | S. cerevisiae NALP1/ASC/caspase-1 growth, X-gal OD620, 72 h | inhibition, % at 10 µM; in the data active means inhibition mostly above about 24%, no sharp cut-off; inactive means mostly below about 32%; further: some compounds called inactive have numbers as strong as hits
V1aR counter = agonists of human V1a receptor, primary screen, counter-screen for OXTR agonist project, fluorescence, CHO-V1R cells; activation, % at 3 µM; Vasopressin V1a receptor (Homo sapiens), P37288; AID 2797, 2010; actives 0.25% (n = 320,000); Fluo-8 calcium fluorescence, agonist mode; 0% DMSO, 100% 3 nM vasopressin;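 active means activation above the mean activation of all tested compounds plus 3 SD, per screening run, cut at about 20% in these data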;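 further: signal is peak over basal fluorescence ratio across a 100 second FLIPR read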
Target sequence (P37288 whole entry, looked up): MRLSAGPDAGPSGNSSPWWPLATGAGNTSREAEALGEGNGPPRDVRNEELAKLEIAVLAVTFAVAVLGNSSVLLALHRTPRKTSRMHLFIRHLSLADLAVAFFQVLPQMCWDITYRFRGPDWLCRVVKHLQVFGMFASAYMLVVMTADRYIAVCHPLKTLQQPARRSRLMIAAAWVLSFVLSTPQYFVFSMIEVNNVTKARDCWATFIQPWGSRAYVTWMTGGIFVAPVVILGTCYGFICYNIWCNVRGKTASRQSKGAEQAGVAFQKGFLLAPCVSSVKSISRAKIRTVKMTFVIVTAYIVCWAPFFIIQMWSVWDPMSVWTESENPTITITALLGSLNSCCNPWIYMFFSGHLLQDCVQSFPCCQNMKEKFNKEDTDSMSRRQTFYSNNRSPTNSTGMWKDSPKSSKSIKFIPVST
MEKK2 WT-MEK5 = modulators of MEK5 binding to wildtype MEKK2, primary screen, biochemical, multiplex bead flow cytometry, Alexa488-MEK5 | actives 1.1% (n = 290,000) | binding response (% of control), % at 10 µM | Alexa488-MEK5 binding to MEKK2 WT; actives lie on both sides; in the data active means binding response below about 67% or above about 130%
GPR7 antag = GPR7 receptor antagonists, primary screen, cell-based, fluorescence, single concentration. inhibition, % at 4.4 µM. GPR7-expressing cells, fluorescence antagonist assay. Neuropeptides B/W receptor type 1 (Homo sapiens), P48145. actives 1.1% (n = 290,000); in the data active means inhibition above about 16%, passing the limit was not always enough;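 further: cells stimulated with the agonist NPW; 0% = agonist with vehicle and 100% = vehicle without agonist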
GalR3 antag = GalR3 antagonists in HEK293 cells, primary screen, cell-based, fluorescence readout. Galanin receptor type 3 (Homo sapiens), O60755. HEK293 GalR3-CNG cAMP membrane potential fluorescence; galR3 body fused to GalR1 C-terminus. inhibition, % at 3 µM. actives 0.44% (n = 360,000). AID 651719, 2012;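 active means inhibition above the screen-wide average plus 3 SD, cut at about 13% in these data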;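 further: forskolin and galanin both at EC90 stimulate the cells; cAMP rise reported by CNG channel membrane potential dye signal; 0% = forskolin plus galanin with DMSO and 100% = forskolin alone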
Target sequence (O60755 1-299 limits assumed): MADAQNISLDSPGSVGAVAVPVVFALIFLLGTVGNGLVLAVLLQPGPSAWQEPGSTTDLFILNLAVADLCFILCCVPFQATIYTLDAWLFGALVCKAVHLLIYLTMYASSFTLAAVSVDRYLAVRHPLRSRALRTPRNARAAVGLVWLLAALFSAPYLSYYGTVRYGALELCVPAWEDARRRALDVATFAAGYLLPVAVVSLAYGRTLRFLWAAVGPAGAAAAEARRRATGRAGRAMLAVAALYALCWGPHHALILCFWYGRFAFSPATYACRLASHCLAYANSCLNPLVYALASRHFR
MEKK3 PB1 HTS = modulators of MEKK3-MEK5 PB1 binding, primary screen, biochemical, wildtype MEKK3, multiplex bead flow cytometry, Alexa488-MEK5 | actives 1.4% (n = 290,000) | Mitogen-activated protein kinase kinase kinase 3 (Homo sapiens), Q99759 | binding response (% of control), % at 10 µM | bead-based flow cytometry, Alexa488-MEK5 binding to MEKK3; actives lie on both sides; 0 = blocked by unlabeled MEK5, 100 = vehicle;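 active means binding response more than 3 SD above or below the average of its plate-row segment, actives on both sides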;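 further: Alexa488 bead fluorescence after subtracting the streptavidin-only scavenger bead signal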
OXTR agonist = human OXTR agonists, primary screen, fluorescence, CHO-OTR cells, Fluo-8 calcium. activation, % at 3 µM. actives 0.32% (n = 320,000). Oxytocin receptor (Homo sapiens), P30559. AID 2435, 2010. Fluo-8 calcium fluorescence; normalized: DMSO 0%, oxytocin 100%;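 active means activation above the mean of all tested compounds plus 3 SD, cutoff set per screening run, cut at about 20% in these data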;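 further: peak over basal fluorescence ratio from a 100 s FLIPR kinetic read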
An asterisk follows results filed as active; / = not tested or not shown.

SMILES	PHOSPHO1 block	MEKK2mut PB1 HTS	NALP1 yeast inh	V1aR counter	MEKK2 WT-MEK5	GPR7 antag	GalR3 antag	MEKK3 PB1 HTS	OXTR agonist
CC(C)(C)n1nc2c(c1NC(=O)c1ccc(S(=O)(=O)N3CCCCC3)cc1)CS(=O)C2 (configuration not stated)	26	9	2	0.4	99	-17	-2	99	0.0
CCOC(=O)c1sc(=S)n(-c2ccc(OC)cc2)c1N	20	0	-1	-0.9	103	-2	4	102	1.8
O=C(CSc1nc2scc(-c3ccccc3)c2c(=O)[nH]1)Nc1ccccc1	17	-1	5	3.3	101	-5	-1	104	1.1
CC1CCCN(S(=O)(=O)c2ccc(NC(=O)Cn3nnc(-c4ccccc4F)n3)cc2)C1 (configuration not stated)	20	4	-9	1.6	109	-2	-5	99	2.7
O=C1NC(=O)C2(CCC(C(=O)O)C2)N1 (configuration not stated)	-38	12	11	-0.5	109	6	0	106	-0.3
O=C(O)C1CC(=O)N(c2ccc(OCc3c(F)cccc3Cl)cc2)C1 (configuration not stated)	0	2	26	-0.3	100	7	-4	105	0.2
CCc1cccc(NC(=O)C2CCCN(c3ncnc4c3nc3n4CCCCC3)C2)c1 (configuration not stated)	63*	-5	10	-1.3	103	-3	-9	98	-2.0
COc1ccc(CC(=O)NCCc2ccc(S(N)(=O)=O)cc2)cc1	6	/	14	-0.4	/	3	-4	/	0.1
COc1cccc(CN(C)C(=O)c2ccccc2Sc2ccccc2C#N)c1	40	-3	10	1.9	102	8	0	100	-0.5
Cc1ccc(CNC(=S)Nc2cc(C)ccc2OC(F)F)cc1	-23	-9	21	0.3	98	-12	-3	99	-0.9
CC(C)(C)NS(=O)(=O)c1ccc(N2C(=O)c3ccccc3C2=O)cc1	13	1	-5	7.5	99	-9	-4	102	12
CC1CCC2(CC1)NC(=O)N(CC(=O)Nc1ccc(N3CCOCC3)cc1)C2=O (configuration not stated)	-9	19	30	-0.5	119	-1	-6	100	-0.9
N/C(=N\S(=O)(=O)c1cc(C(F)(F)F)cc(C(F)(F)F)c1)c1cccs1	51	0	-8	-0.1	102	-19	0	102	-2.1
CC(CS(=O)(=O)c1ccccc1[N+](=O)[O-])N1CCOCC1 (configuration not stated)	-7	8	5	0.2	106	-9	-5	101	0.9
COCCNC(=O)C1CCN(C(=O)c2cc3sccc3n2Cc2ccc(F)cc2)CC1	-10	-1	-2	5.7	96	-12	-8	98	7.3
Cn1c(SCC(=O)N2CCOCC2)nc2c(c1=O)SCC2	9	5	8	1.4	105	-8	-3	103	-0.7
CCCNS(=O)(=O)c1ccc(CCC(=O)NCc2ccc3c(c2)OCO3)cc1	26	6	17	0.3	101	-3	-4	101	0.9
Cc1ccc(CSc2nnnn2C)cc1	-3	4	15	-0.4	106	5	-3	107	-1.3
Cc1cc(=O)n2c(n1)NC(Nc1cccc(C)c1C)=NC2c1ccc(F)cc1 (configuration not stated)	38	-2	/	-0.2	90	-18	-9	99	-1.5
CCOc1ccccc1N1CCN(C(=O)CNC(=O)c2ccc(OC)c(OC)c2)CC1	28	-3	-4	-1.1	104	7	-5	101	0.0

Entries of single compounds from above.
CCOC(=O)c1sc(=S)n(-c2ccc(OC)cc2)c1N as listed: PHOSPHO1 block: 20; MEKK2mut PB1 HTS: 0; NALP1 yeast inh: -1; V1aR counter: -0.9; MEKK2 WT-MEK5: 103; GPR7 antag: -2; GalR3 antag: 4; MEKK3 PB1 HTS: 102; OXTR agonist: 1.8
CC(CS(=O)(=O)c1ccccc1[N+](=O)[O-])N1CCOCC1 (configuration not stated) as listed: PHOSPHO1 block: -7; MEKK2mut PB1 HTS: 8; NALP1 yeast inh: 5; V1aR counter: 0.2; MEKK2 WT-MEK5: 106; GPR7 antag: -9; GalR3 antag: -5; MEKK3 PB1 HTS: 101; OXTR agonist: 0.9

Next compounds:
SMILES	PHOSPHO1 block	MEKK2mut PB1 HTS	NALP1 yeast inh	V1aR counter	MEKK2 WT-MEK5	GPR7 antag	GalR3 antag	MEKK3 PB1 HTS	OXTR agonist
Cc1csc(N(C(=O)c2ccc(S(=O)(=O)N(C)C)cc2)c2ccccc2)n1	17	13	4	0.6	97	-2	-3	96	-0.2
CCCCn1nc(NC(=O)c2cccs2)c2cc3cc(OC)ccc3nc21	14	3	35	-1.4	97	-14	-2	100	-2.1
CN(C(=O)c1ccncc1)C1CC(C)(C)N(O)C(C)(C)C1	-11	1	/	0.3	98	-7	3	98	0.9
C[C@H](NC(=O)c1nc[nH]c1C(=O)NCCCCCNC(=O)OC(C)(C)C)C(=O)OCc1ccccc1	14	2	-3	3.4	100	-8	-4	96	3.3
Cc1ccc(-n2ncc3c(=O)n(CC#N)cnc32)cc1C	14	2	19	1.9	100	0	-2	99	1.2
Cc1cc(C(F)F)n2ncc(C(=O)O)c2n1	-15	4	-4	0.4	99	-2	-2	101	0.1
Cc1ccccc1OCC(=O)NCC(=O)N/N=C/C=C/c1ccccc1	14	5	2	/	100	2	/	103	/
O=C(Nc1ccc2ncccc2c1)c1ccccc1	-11	2	10	0.9	103	-4	-4	108	-0.5
CCOC(=O)c1c(C)[nH]c(C)c1S(=O)(=O)NCC1CCN(Cc2cccc(F)c2)CC1	44	1	32	-2.1	107	-4	-1	105	-2.4
Cc1ccc(-n2ccnc2SCC(=O)O)cc1C	20	-11	0	1.4	94	-10	-7	92	0.0
CC(=O)NC(CC(=O)NCC(=O)Nc1ccc(F)c(F)c1)c1ccccc1 (configuration not stated)	14	11	8	0.0	100	-5	-8	102	5.0
CCOC(=O)CSc1ccc2nnc(-c3ccccc3)n2n1	5	12	/	0.7	109	-12	-1	106	-0.4
CCCCc1nc2ccccc2[nH]1	32	-13	-15	-1.0	66	2	-4	53	0.2
O=C(CSc1nc2ccccc2s1)NCc1ccc2c(c1)OCO2	-22	-1	16	2.0	101	-9	-1	106	0.5
CCOC(=O)NNC(=O)NCCCCCCNC(=O)NNC(=O)OCC	27	-2	/	0.3	100	-10	-3	98	-0.2
Cc1ccc(NCc2cccnc2)c(Br)c1	-20	-1	29	-0.9	97	2	-2	95	-1.8
CN1CCN(CC(=O)Nc2ccccc2C(F)(F)F)CC1	-3	6	-12	0.7	106	8	-1	105	0.7
CCOc1cc(-c2ccc(N)c(OCC)c2)ccc1N	-8	-2	14	0.3	102	0	0	103	-0.5
O=C(Cn1cc2c(n1)CCCCC2)Nc1ccc(F)cc1F	6	2	25	/	97	1	-1	97	/
Cc1c(C(=O)NCCN(C)C)oc2ccc(S(=O)(=O)N3CCCC3)cc12	23	9	18	0.6	107	-12	-8	105	1.4
OCCc1c[nH]c2cc(F)ccc12	4	-1	-17	-0.9	95	2	0	97	2.5
Cc1cc(=O)c2cc3nc(-c4cccnc4)oc3c(Br)c2o1	24	-6	22	0.3	90	-4	/	92	-0.9
COC/C=C/C1=CC2=CC(=O)C(C)(OC(=O)c3cnc4ccccc4n3)C(=O)C2=CN1C1CCCC1 (configuration not stated)	/	-1	/	0.5	93	/	/	91	-0.8
O=C(O)CSc1nnc(-c2ccc3c(c2)OCO3)n1-c1ccccc1	39	-2	-7	0.6	102	1	-7	103	0.6
C[C@H](N)C(=O)N1CCC(C(=O)N[C@@H](Cc2ccccc2)C(=O)Nc2ccc(F)cc2)CC1	29	-3	8	0.7	95	13	-5	97	0.5
NC(=O)C[N+]1(CC#CC(O)(c2ccccc2)c2ccccc2)CCCC1	56	0	20	1.0	98	-9	7	101	-0.5
Fc1ccccc1N1CCN(CCCNc2ccc3nncn3n2)CC1	3	15	-11	0.8	117	-2	0	113	0.0
COCCn1c(SCC(=O)N2CCC(C)CC2)nc2c([nH]c3ccccc32)c1=O	22	-4	9	-1.8	94	-7	0	99	-0.4
CCC(=O)Nc1c(-c2ccc(Cl)cc2)c(=O)c2ccccc2n1C	18	14	13	/	105	-20	-12	108	/
COc1ccc(NC(=O)CN2CCN(CC(=O)Nc3ccccc3Cl)CC2)cc1Cl	45	-20	-8	6.9	90	3	3	92	3.4
O=c1[nH]c(/C(Cl)=C/c2c(F)cccc2Cl)nc2cc(Cl)ccc12	-16	-1	33	-0.1	99	-16	1	98	-1.0
COC(=O)c1ccccc1NC(=O)NCc1c(C)nn(C)c1C	-7	-10	15	-0.3	87	-7	-2	101	0.8
Cc1ccc(Oc2cc(NC(=O)CCCn3nc([N+](=O)[O-])cc3C)cc([N+](=O)[O-])c2)cc1	-4	2	9	4.8	125	-2	0	103	1.0
CCn1c2c(c3cc(C(=O)O)ccc31)CCCC2=O	-36	-1	-4	1.7	98	-1	-5	97	0.4
Cc1nc2ccccn2c1C(=O)N/N=C/c1cc(C)n(-c2ccc(Br)cc2)c1C	-2	9	-22	3.1	99	2	-7	113	2.2
CS(=O)(=O)N(Cc1ccc(C(=O)NC2CCCCC2O)cc1)c1ccccc1 (configuration not stated)	11	6	24	0.6	100	-11	0	102	-0.5
O=C1CCC([N+](=O)[O-])C(c2cc3c(cc2Br)OCO3)N1 (configuration not stated)	-12	2	13	0.1	108	2	-6	156*	-0.5
COc1ccccc1CNC(=O)C1CCN(S(=O)(=O)N2CC(C)CC(C)C2)CC1 (configuration not stated)	-14	2	8	-0.1	99	-4	-3	99	-0.3
COc1ccc(CCNC(=O)C(=O)NCc2cccs2)cc1OC	27	8	2	-0.6	106	-12	-7	104	-1.5
O=C(Nc1nncs1)c1cccc(S(=O)(=O)N2CCCC2)c1	31	-6	-13	1.2	89	-10	-3	82	-0.4

Grouped by structure: the entries above with an aryl methoxy group
SMILES	PHOSPHO1 block	MEKK2mut PB1 HTS	NALP1 yeast inh	V1aR counter	MEKK2 WT-MEK5	GPR7 antag	GalR3 antag	MEKK3 PB1 HTS	OXTR agonist
CCOC(=O)c1sc(=S)n(-c2ccc(OC)cc2)c1N	20	0	-1	-0.9	103	-2	4	102	1.8
COc1ccc(CC(=O)NCCc2ccc(S(N)(=O)=O)cc2)cc1	6	/	14	-0.4	/	3	-4	/	0.1
COc1cccc(CN(C)C(=O)c2ccccc2Sc2ccccc2C#N)c1	40	-3	10	1.9	102	8	0	100	-0.5
CCOc1ccccc1N1CCN(C(=O)CNC(=O)c2ccc(OC)c(OC)c2)CC1	28	-3	-4	-1.1	104	7	-5	101	0.0
CCCCn1nc(NC(=O)c2cccs2)c2cc3cc(OC)ccc3nc21	14	3	35	-1.4	97	-14	-2	100	-2.1
COc1ccc(NC(=O)CN2CCN(CC(=O)Nc3ccccc3Cl)CC2)cc1Cl	45	-20	-8	6.9	90	3	3	92	3.4
COc1ccccc1CNC(=O)C1CCN(S(=O)(=O)N2CC(C)CC(C)C2)CC1 (configuration not stated)	-14	2	8	-0.1	99	-4	-3	99	-0.3
COc1ccc(CCNC(=O)C(=O)NCc2cccs2)cc1OC	27	8	2	-0.6	106	-12	-7	104	-1.5

No enrichment for hits, and some 5.4% of all compounds hit somewhere here.
